Assay outcomes from PubChem BioAssay.
A549 tox: A549 cytotoxicity, counter-screen for Nrf2 inhibitors. A549 ARE-Fluc cells, CellTiter-Fluor viability, 18-24 h. 0.16% of 390,000 active. Potency, µM (series often up to 46 µM), for the others: at the highest dose activity change, negative = cytotoxicity, usual class: inhibitors. AID 504648; further: on the % scale 0 is the no-effect control and ±100 the full control effect
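Cytotoxicity counterscreen: CellTiter-Fluor fluorescence was measured in A549 ARE_Fluc cells after 18-24 h of compound exposure in a concentration series. The subsequent BugLite luminescent read reports ARE-luciferase activity.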
ATXN2 expr inh: inhibitors of ATXN2 expression. HEK-293 ATXN2-luciferase reporter, luminescence, 24 h. Potency, µM (series often up to 57 µM), without a hit: top-dose activity change, negative = inhibition, hits mostly inhibitors. 0.72% of 360,000 active. AID 1745845; further: on the % scale 0 is the no-effect control and ±100 the full control effect; nearly all actives have a fitted effect of over 55% in size
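ATXN2-luciferase reporter cells (luciferase flanked by upstream and downstream ATXN2 gene portions) were treated 24 h at 37 °C with compounds at up to 57 uM. SteadyGlo luminescence gave expression; GF-AFC fluorescence gave viability.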
S2 tox: viability counter-screen for ATXN expression inhibitors; S2 cells (HEK-293 line with an ATXN2-luciferase reporter) viability, CellTiter-Fluor protease fluorescence, 24 h; Potency, µM (series often up to 56.7 µM), usual class: cytotoxic; 0.49% of 400,000 active; further: nearly all actives have a fitted effect of over 40% in size
EPAC2 antag: antagonists of human EPAC2 | Q8WZA2 | EPAC2 GEF exchange of Rap1B-BODIPY-GDP, fluorescence | Potency, µM (doses to about 114 µM), inactives show top-dose activity, negative = inhibition, most hits filed as inhibitors | 0.18% of 360,000 active; further: on the % scale 0 is the no-effect control and ±100 the full control effect; nearly all actives have a fitted effect of over 45% in size; many of its hits are not listed in these tables
Target sequence (Q8WZA2 whole entry, looked up): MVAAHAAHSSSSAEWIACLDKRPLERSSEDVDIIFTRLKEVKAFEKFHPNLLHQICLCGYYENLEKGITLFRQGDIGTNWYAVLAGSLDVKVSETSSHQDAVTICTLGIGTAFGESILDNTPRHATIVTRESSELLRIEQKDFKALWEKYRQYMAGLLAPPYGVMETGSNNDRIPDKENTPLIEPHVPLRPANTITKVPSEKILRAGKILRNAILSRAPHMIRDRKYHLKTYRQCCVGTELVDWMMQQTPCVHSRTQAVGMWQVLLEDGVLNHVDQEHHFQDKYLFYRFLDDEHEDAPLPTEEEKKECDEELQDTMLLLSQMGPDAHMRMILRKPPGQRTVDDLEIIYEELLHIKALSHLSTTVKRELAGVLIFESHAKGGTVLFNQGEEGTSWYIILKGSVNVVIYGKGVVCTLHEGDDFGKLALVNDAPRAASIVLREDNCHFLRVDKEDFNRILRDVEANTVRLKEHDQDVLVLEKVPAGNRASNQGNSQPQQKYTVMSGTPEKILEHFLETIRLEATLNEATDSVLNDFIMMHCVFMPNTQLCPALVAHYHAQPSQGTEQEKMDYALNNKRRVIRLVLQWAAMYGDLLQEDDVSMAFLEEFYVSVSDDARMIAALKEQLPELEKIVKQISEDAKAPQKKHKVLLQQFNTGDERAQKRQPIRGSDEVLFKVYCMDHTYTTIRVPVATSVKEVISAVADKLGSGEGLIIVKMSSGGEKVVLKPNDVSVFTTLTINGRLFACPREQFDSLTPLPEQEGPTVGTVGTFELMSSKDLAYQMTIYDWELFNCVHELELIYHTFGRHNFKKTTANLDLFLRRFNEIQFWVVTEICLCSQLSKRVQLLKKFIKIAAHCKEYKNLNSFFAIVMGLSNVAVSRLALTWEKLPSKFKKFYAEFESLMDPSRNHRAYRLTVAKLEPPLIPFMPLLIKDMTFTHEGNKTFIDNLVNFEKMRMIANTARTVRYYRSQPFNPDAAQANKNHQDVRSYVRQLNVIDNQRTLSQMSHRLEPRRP
Nrf2 activator: activates Nrf2 signaling. AID 624171. 0.31% of 410,000 active. AREc32 ARE-luciferase reporter (MCF7-derived line), luminescence, 24 h. Potency, µM (top dose mostly 46.1 µM), without a hit: top-dose activation, hits mostly activators; further: % of control where 0% means no effect; nearly all actives have a fitted effect of over 65% in size
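Reporter line AREc32 (ARE-Fluc), seeded overnight in OPTI-MEM with 5% FBS; compound pin-transferred, 24 hr at 37 deg C, 5% CO2; luminescent read-out.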
TGFb SMAD3 inh: inhibitors of TGF-b signaling | HepG2 CAGA-GFP TGF-b/SMAD3 reporter, GFP fluorescence, 18 h; TGF-beta stimulated, 500 pg/mL final | Potency, µM (top dose mostly 46.1 µM), without a hit: top-dose activity, negative = inhibition, most hits filed as inhibitors | 1.2% of 410,000 active | AID 588855; further: on the % scale 0 is the no-effect control and ±100 the full control effect; nearly all actives have a fitted effect of over 65% in size
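First, reporter cells (HEPG2 CAGA-GFP) rested 2 h at 37 degrees C. Next, compounds were pinned in and TGF-beta added to 500 pg/mL final. After 18 h, GFP was imaged per cell and summed per well.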
MCF10A rereplic: DNA re-replication induction in MCF 10a cells | AID 624296 | MCF 10A DNA re-replication, Hoechst nuclear intensity, 48 h | 2.9% of 350,000 active | Potency, µM (titrated, usually from 46.1 µM), for the others: at the highest dose activity, positive = re-replication, usual class: activators; further: % of control where 0% means no effect; nearly all actives have a fitted effect of over 50% in size
HepG2 viability: kills HepG2 cells in TGF-b inhibitor counter-screen; HepG2 CAGA-GFP viability, ATP luminescence, 18 h; Potency, µM (highest dose often 46.1 µM), without a hit: at the top dose activity change, negative = cytotoxicity, most hits filed as cytotoxic; 0.76% of 410,000 active; further: some results filed as inactive show a strong effect at the top dose
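CellTiter-Glo luminescence gave cytotoxicity after 18 hours at 37 degrees C. The cells were HepG2 CAGA-GFP in 1% FBS DMEM, stimulated with 500 pg/mL TGF-beta after compound addition. %Activity was normalised to no-cell wells (complete cell-killing) and DMSO (no toxicity), and curves were fitted and classified.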
Nrf2 block: inhibitors of Nrf2 signaling; 2.1% of 360,000 active; A549 ARE-Fluc reporter, luciferase luminescence, 18-24 h; Potency, µM (doses to about 46 µM), inactives show at the top dose activity change, negative = inhibition, hits mostly inhibitors; AID 504444; further: on the % scale 0 is the no-effect control and ±100 the full control effect; nearly all actives have a fitted effect of over 60% in size
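Cells were seeded and rested 2 h, then exposed to compounds for 18-24 h. CellTiter-Fluor was read first as a viability measure. BugLite was added 15 min before the final luminescent read of ARE-luciferase activity in A549 cells.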
An asterisk follows results filed as active; i = inactive; ? = inconclusive; nt = no result given; [ ] = remark or other dose. The call rests on the fitted dose curve; in most records, active means well fitted curve in the direction sought with a large enough effect; inconclusive means small, poorly fitted or top-dose-only effect, or another doubt; inactive means no such curve, though single readings can be large; an effect the other way counts as inactive or inconclusive. Potency means the concentration at half of the fitted maximal effect.

canonical_smiles	A549 tox	ATXN2 expr inh	S2 tox	EPAC2 antag	Nrf2 activator	TGFb SMAD3 inh	MCF10A rereplic	HepG2 viability	Nrf2 block
CCCN(CCC)S(=O)(=O)c1ccc(NC(=O)c2cc(C(=O)OC)cc([N+](=O)[O-])c2)cc1	6%	-3%	i	-28%	-0.2%	-41%	19%	-16%	2%
O=C1CSC(c2ccccn2)N1c1ccccc1 (configuration not stated)	-7%	3%	i	7%	-0.3%	0%	-6%	-1%	3%
COCCNC(=S)N1CCN(c2nc(-c3ccc(Cl)cc3)cs2)CC1	6%	?	i	-5%	3.6%	?	?	-16%	?
CCOC(=O)N1CCN(C2=C(NS(=O)(=O)c3ccccc3)C(=O)c3ccccc3C2=O)CC1	-7%	?	?	-5%	0.5%	?	?	-98%	0%
CCCCN(CC)CCCNC(=O)C1CCN(c2ncnc3c2sc2cccc(F)c23)CC1	-7%	-7%	i	-6%	?	?	?	-37%	22%
O=C(C1=C(O)C(=O)N(CCc2ccccc2)C1c1cccnc1)c1ccco1 (configuration not stated)	-13%	0%	?	1%	-0.3%	-12%	3%	-2%	-2%
COc1ccccc1OCCNC(=O)C1CCN(C(C)=O)CC1	6%	9%	i	?	-0.4%	29%	14%	1%	11%
CCOc1ccc(NC(=O)CN(C)C(=O)CN2C(=O)C3CCCCC3C2=O)cc1OCC (configuration not stated)	-2%	nt	i	-1%	-0.4%	-22%	2%	6%	3%
CCC(=O)c1ccc(OCC(O)CNCc2ccc(F)cc2)cc1 (configuration not stated)	12%	-16%	i	2%	1.3%	-13%	21%	-40%	-3%
S=C(NCC1CCCCC1)Nc1cccnc1	5%	8%	i	9%	0.0%	-2%	10%	-4%	-6%
O=C(Nc1cccc(C(=O)NC2CCCCC2)c1)c1ccccc1	-5%	-1%	?	3%	2.2%	11%	-39%	1%	1%
Fc1cccc(Cc2c(C3CCCCC3)nc3c4ccccc4ccn23)c1	nt	6%	i	10%	19%	nt	nt	nt	nt
O=C(NCCCCNC(=O)c1cccnc1)c1cccnc1	-16%	-1%	i	15%[57.1 µM]	0.1%	?	-1%	7%	-13%
COc1cccc(N(CC(=O)NCC2CCCO2)C(=O)CCC(=O)Nc2nccs2)c1 (configuration not stated)	0%	-16%	i	10%	0.5%	10%	-41%[inhibitor]	5%	0%
COc1ccccc1NS(=O)(=O)c1ccc(C(=O)N2CCN(c3ccccn3)CC2)cc1	-3%	-25%	i	3%	-0.5%	-14%	16%	-5%	?
Cc1ccc(S(=O)(=O)/N=C(/Nc2nc(C)cc(C)n2)N2CCOCC2)cc1	-2%	nt	nt	-2%	2.4%	0%	1%	0%	5%
Cn1c(=O)c2cc(NC(=O)NCc3ccc(F)cc3)ccc2n1C/C=C/c1ccccc1	nt	-9%	i	2%	-1.2%	0%	nt	-21%	nt
COc1ccc(-c2ccc(-c3noc(C(C)C)n3)c(OC)n2)cc1	-10%	24%	i	-5%	3.9%	14%	?	-38%	2%
COc1ccc2c(c1)c(C(C)=O)c(C)n2CCc1ccccc1	-18%	-21%	i	?	-0.6%	7%	3%	-5%	13µM*
CC(=O)Nc1c2c(nn1-c1ccc(C)cc1)CSC2	1%	-2%	i	-1%	-0.4%	-17%	-1%	-7%	13%
COC(=O)c1c(NC(=O)Cc2ccccc2)sc2c1CC(C)(C)NC2(C)C	3%	-11%	i	2%	3.0%	-4%	28%	8%	18%
CN1OC[C@@H]2CN(C(=O)Cc3ccccc3)[C@H](c3ccccc3Br)C[C@@H]21	nt	2%	i	15%	1.5%	-11%	nt	-14%	nt
CCOc1ccc(-n2c(SCC(=O)N3CCCCC3)nc3c([nH]c4ccccc43)c2=O)cc1	11%	2%	i	nt	0.6%	5%	nt	-2%	nt
O=C(CCCc1nc2ccccc2s1)N1CCN(c2ccccc2F)CC1	1%	-4%	i	-10%	0.3%	-20%	9%	-21%	-14%
CCOc1ccccc1N1CC(c2nc3ccccc3n2CCOc2ccccc2)CC1=O (configuration not stated)	-15%	0%	?	nt	-0.9%	?	nt	-45%	?

Some of the entries above, set out differently:
CCCCN(CC)CCCNC(=O)C1CCN(c2ncnc3c2sc2cccc(F)c23)CC1
  A549 tox: -7% | ATXN2 expr inh: -7% | S2 tox: i | EPAC2 antag: -6% | Nrf2 activator: ? | TGFb SMAD3 inh: ? | MCF10A rereplic: ? | HepG2 viability: -37% | Nrf2 block: 22%
CCC(=O)c1ccc(OCC(O)CNCc2ccc(F)cc2)cc1 (configuration not stated)
  A549 tox: 12% | ATXN2 expr inh: -16% | S2 tox: i | EPAC2 antag: 2% | Nrf2 activator: 1.3% | TGFb SMAD3 inh: -13% | MCF10A rereplic: 21% | HepG2 viability: -40% | Nrf2 block: -3%

Going on with the list.
canonical_smiles	A549 tox	ATXN2 expr inh	S2 tox	EPAC2 antag	Nrf2 activator	TGFb SMAD3 inh	MCF10A rereplic	HepG2 viability	Nrf2 block
CCCNS(=O)(=O)c1ccc(OCC(=O)NCc2ccco2)cc1	-5%	7%	i	1%	0.8%	-24%	0%	-7%	0%
Clc1ccc(-c2nnc(-c3ccccc3)o2)cn1	1%	39%[activator]	i	2%	5.7%	4%	-5%	-1%	?
CCCc1nc(NCc2ccco2)c(C#N)c2c1COC(C)(C)C2	10%	-13%	i	2%	0.0%	-16%	-4%	-11%	-21%
CSc1nnnn1-c1ccc(C)c(Cl)c1	2%	-4%	i	-1%	0.2%	0%	2%	9%	-1%
Cc1c(Cl)cccc1NC(=O)Cn1nnc(C(=O)NCc2cccs2)c1N	1%	-19%[11.3 µM]	i	3%	0.4%	1%	13%	-4%	1%
C=CCSc1nc2c(c(=O)[nH]1)C(C(C)C)C(C#N)=C(N)O2 (configuration not stated)	-5%	8%	i	-6%	11%	9%	1%	5%	-6%
Cc1n[nH]c(=O)nc1N/N=C/c1cccs1	-4%	-18%	i	19%	8.3%	6%	15%	-45%	?
Cc1cc2c(SCC(=O)NCC3CCCO3)ncnc2s1 (configuration not stated)	1%	4%	i	13%	0.5%	4%	0%	7%	2%
COc1ccc(N2CC(C(=O)NCCc3ccc(OC)c(OC)c3)CC2=O)cc1 (configuration not stated)	3%	nt	nt	18%	-0.2%	-4%	5%	2%	?
COc1ccc(S(=O)(=O)NCCc2nnc3ccc(SCC(=O)Nc4ccc(C(F)(F)F)cc4)nn23)cc1	1%	nt	nt	nt	1.3%	-12%	nt	-4%	-3%
Cc1ccc(OCc2nnc(SCC(=O)NC3CCCCC3)n2C)cc1	-3%	3%	i	11%	0.1%	23%	-5%	17%	1%
COc1ccc(OC)c(S(=O)(=O)N2CCC(C(=O)N3CCN(c4ccc(F)cc4)CC3)CC2)c1	-3%	-19%	i	-6%	0.4%	-28%	3%	-33%	?
CCOC(=O)C1=CCC(c2ccco2)N(S(=O)(=O)c2ccc(C)cc2)C1 (configuration not stated)	nt	-8%	i	4%	-1.2%	0%	nt	-7%	nt
CCCN(Cc1cccs1)C(=O)Nc1ccc(Br)c(C)c1	2%	nt	nt	nt	6.8%	11µM*	nt	-28%	0%
O=C(CSc1nc(-c2ccccc2)cc(=O)[nH]1)NCc1ccc2c(c1)OCO2	5%	4%	i	-8%	5.7%	-3%	0%	-12%	8%
CCOC(=O)c1sc(NC(=O)c2nc(SC)ncc2Cl)c(C(=O)OCC)c1C	2%	12%	i	nt	-0.3%	2%	nt	0%	22%
COc1ccc(C2NC(=O)NC(C)=C2C(=O)OCC2CCCCC2)cc1OC (configuration not stated)	-4%	nt	i	-24%	0.6%	-8%	-11%	-24%	0%
COc1ccc(-n2c(=O)c3sc4ccccc4c3n(CC(=O)NCc3ccccc3)c2=O)cc1	2%	?	?	nt	-0.1%	-1%	nt	0%	0%
CCOC(=O)C1CCN(S(=O)(=O)c2ccc3c(c2)CC(=O)N3)CC1	3%	-2%	i	-2%	4.7%	0%	-2%	2%	15%
Cc1ccc(C(=O)OCC(=O)c2ccc(CC(=O)N3CCOCC3)s2)c(C)c1	5%	-4%	i	18%	0.4%	-4%	0%	11%	22%
CC1CCN(S(=O)(=O)c2cn(CC(=O)Nc3ccc(C#N)cc3)cn2)CC1	-3%	nt	i	5%	-0.1%	1%	?	-15%	-8%
CC(=O)Nc1ccc2c(c1)-c1ccc(F)cc1C2	6%	-19%	i	-2%	6.4%	10µM*	-6%	-8%	0%
COc1ccc(-c2c(C(=O)c3ccccc3)[nH]c(N)c2C(=O)NCc2ccccc2)cc1OC	nt	22%	?	-10%	-0.5%	nt	nt	nt	nt
COc1ccc(NC(=O)c2cc3ccccc3o2)c(OC)c1	-1%	46%[activator]	i	nt	8.6%	19%	nt	-24%	nt
CCC(C)(C)n1nnnc1C(C(C)C)N1CCN(C)CC1 (configuration not stated)	2%	-13%	i	1%	-0.2%	-17%	1%	3%	8%

Continued.
canonical_smiles	A549 tox	ATXN2 expr inh	S2 tox	EPAC2 antag	Nrf2 activator	TGFb SMAD3 inh	MCF10A rereplic	HepG2 viability	Nrf2 block
Cc1ccc(S(=O)(=O)c2ccc(Cl)cc2)cc1S(=O)(=O)N1CCN(C)CC1	-8%	-11%	i	-2%	-0.2%	-18%	0%	-17%	?
CCOc1ccc(NC(=O)CN(C)C(=O)CCCNC(=O)c2ccc(Cl)cc2)cc1OCC	nt	nt	i	8%	-0.2%	-6%	nt	-13%	nt
CCC(CC)C(=O)NCCc1ccc(F)cc1	-5%	1%	?	11%	-0.5%	-2%	13%	9%	8%
COc1ccc2c(c1)CCCC21NC(=O)N(CC(=O)N2CC(C)OC(C)C2)C1=O (configuration not stated)	15%	nt	i	7%	-0.7%	-2%	0%	2%	7%
COc1ccccc1NC(=O)CSC1CC(=O)N(c2ccc3c(c2)OCO3)C1=O (configuration not stated)	3%	2%	i	-1%	2.7%	-5%	-1%	-29%	-4%
OCC1OC(n2ccc3c2ncn2ncnc32)C(O)C1O (configuration not stated)	nt	nt	i	0%	-5.0%	5µM*	nt	-64%	nt
FC(F)(F)c1ccnc(Oc2ccc(C3=NCCS3)cc2)c1	7%	nt	i	23%	4.0%	-9%	-1%	-2%	?
Cc1ccc(COc2ccc(/C=N/O)cc2)cc1	3%	90%[activator]	i	8%	0.2%	-4%	?	-30%	?
CN(C)CCn1c2c(c(SCC(=O)Nc3nccs3)nc1=O)CCCC2	1%	-1%	i	4%	-0.2%	-16%	0%	6%	12%

This is a subset; count on the stated rates, not on these rows.
